Compound activity as filed in PubChem BioAssay.
MITF TRPM1 HTS: activators of MITF-driven TRPM1 promoter activity in SK-MEL-5 cells; SK-MEL-5 TRPM1-promoter luciferase, 24 h; % of positive control, neutral wells = 0; activation, % at 12.5 µM; 300,000 compounds, 0.75% hits;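 active = mean activation of at least 80% with every replicate also reaching 80%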;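 also: 0% = neutral control wells and 100% = parthenolide positive control wells; values of inactives mirror those of a sister screen read the other way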
SR-BI HDL uptake: inhibitors of mouse SR-BI mediated HDL lipid uptake; ldlA[mSR-BI] CHO cells, DiI-HDL uptake fluorescence, 3 h; inhibition, % at 12.5 µM; 320,000 compounds, 0.96% hits; AID 488896;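 active = mean replicate inhibition of at least 70% and a set share of replicates each scoring 70 or more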;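 also: 0% = median of neutral control wells and 100% = median of positive control wells; values of inactives mirror those of a sister screen read the other way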
Wnt act: activates Wnt/beta-catenin signaling in a reporter cell assay; 300,000 compounds, 1.2% hits; activation, % at 9.35 µM; AID 743398; activator, plate reader; in the data active = activation above about 30%, passing the limit was not always enough;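 also: 0% = neutral control wells and 100% = positive control wells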
V-ATPase pH: yeast V-ATPase proton transport regulation by pHLuorin; S. cerevisiae, pHLuorin cytosolic pH fluorescence; response, % at 10 µM; 350,000 compounds, 0.37% hits; AID 504577; in the data active = response mostly above about 7.3%, no sharp cut-off; inactive = mostly below about 5.4%; also: actives read high; inactives centre near 0; some compounds called inactive have numbers as strong as hits; reference of the scale not given here
HTR5A inv ag: HTR5A inverse agonism, opioid heterodimer counter-screen | 340,000 compounds, 0.083% hits | AID 504634 | inhibition, % at 9.3 µM | HTR5A cell line, luminescence; in the data active = inhibition mostly above about 23%, no sharp cut-off; inactive = mostly below about 18%;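 also: 0% = cells with DMSO and 100% = no-cell wells with DMSO; some compounds called inactive have numbers as strong as hits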
Target sequence (P47898 whole entry, looked up): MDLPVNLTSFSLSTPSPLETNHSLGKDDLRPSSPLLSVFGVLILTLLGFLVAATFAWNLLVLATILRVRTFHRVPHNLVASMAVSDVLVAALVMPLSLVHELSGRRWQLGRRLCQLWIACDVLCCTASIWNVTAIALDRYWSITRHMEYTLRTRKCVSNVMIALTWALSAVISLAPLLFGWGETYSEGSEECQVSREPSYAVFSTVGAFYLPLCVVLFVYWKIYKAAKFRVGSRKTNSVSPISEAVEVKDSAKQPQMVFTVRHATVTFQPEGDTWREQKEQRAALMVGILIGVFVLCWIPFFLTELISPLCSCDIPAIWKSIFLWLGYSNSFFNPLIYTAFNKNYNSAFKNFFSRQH
PvdQ acylase: P. aeruginosa PvdQ acylase inhibition; 340,000 compounds, 0.063% hits; AID 488965; inhibition, % at 10 µM; purified PvdQ acylase, fluorescence plate reader; in the data active = inhibition above about 30%, passing the limit was not always enough;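 also: 0% = vehicle neutral wells and 100% = reference inhibitor wells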
CDK5 inh: CDK5/p35 (human) kinase inhibition | inhibition, % at 10 µM | Recombinant CDK5/p35, ADP-Glo luminescence, 60 min | 330,000 compounds, 0.01% hits | AID 488839;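 active = highest replicate inhibition of at least 50% and at least 75% of replicates reaching 50%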;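 also: plate controls were DMSO neutral control for no effect and GW8510 at 10 µM for full effect; many of its hits are not listed in these tables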
Target sequence (Q00535 whole entry, looked up): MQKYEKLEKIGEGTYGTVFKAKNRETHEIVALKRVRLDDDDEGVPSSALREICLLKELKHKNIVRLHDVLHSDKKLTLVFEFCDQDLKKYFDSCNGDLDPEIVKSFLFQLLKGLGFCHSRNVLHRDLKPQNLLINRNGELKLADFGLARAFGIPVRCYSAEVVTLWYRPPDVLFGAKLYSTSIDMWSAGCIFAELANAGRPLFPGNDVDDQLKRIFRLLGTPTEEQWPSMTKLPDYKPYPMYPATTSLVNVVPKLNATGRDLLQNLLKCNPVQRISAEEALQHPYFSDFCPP
Target sequence (Q15078 whole entry, looked up): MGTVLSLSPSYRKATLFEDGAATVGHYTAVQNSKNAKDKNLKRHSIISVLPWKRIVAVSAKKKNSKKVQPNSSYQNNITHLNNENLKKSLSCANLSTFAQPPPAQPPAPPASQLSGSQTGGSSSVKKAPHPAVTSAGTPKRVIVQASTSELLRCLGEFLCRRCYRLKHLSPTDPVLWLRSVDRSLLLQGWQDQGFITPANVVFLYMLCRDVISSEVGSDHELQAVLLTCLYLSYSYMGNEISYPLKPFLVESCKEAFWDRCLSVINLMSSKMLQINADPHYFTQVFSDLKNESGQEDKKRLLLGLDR
HTR5A ag: counter-screen for OPRM1-OPRD1 agonists: human HTR5A agonism. AID 504692. 340,000 compounds, 0.61% hits. HTR5A agonist assay, luminescence, cell-based. activation, % at 9.3 µM. P47898; in the data active = activation mostly above about 9.5%, no sharp cut-off; inactive = mostly below about 7.6%;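 also: 0% = cells with vehicle only and 100% = reference agonist; strong numbers were not always called active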
NSD2 inh: blocks human histone methyltransferase NSD2 | 310,000 compounds, 0.54% hits | inhibition, % at 12.5 µM | O96028 | NSD2 peptide methylation, AlphaScreen, 120 min | AID 743445; in the data active = inhibition above about 50%
dFosB act: mouse delta FosB homodimer activation; activation, % at 25 µM; 340,000 compounds, 0.99% hits; purified delta FosB, TAMRA-CDK5 oligo fluorescence polarization; percent of positive-control signal above neutral wells;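 active = mean activation above about 17%, with every replicate also reaching it, limit read from the data, passing the limit was not always enough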;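 also: fluorescence polarization rise as delta FosB binds a TAMRA Cdk5 AP-1 oligo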
* = called active by the depositor; · = no result given.

Fields – dFosB act, HTR5A inv ag, HTR5A ag, MITF TRPM1 HTS, CDK5 inh, PvdQ acylase, NSD2 inh, Wnt act, V-ATPase pH, SR-BI HDL uptake
[1] O=C(Cn1cccc1C(=O)c1ccccc1)NCc1cccc(Cl)c1
 : 1, 16, -1, 24, -0.5, -10, 2, 3, 2, -32
[2] O=c1c2cc(O)c(O)cc2oc2cc(O)c(C3OC(CO)C(O)C(O)C3O)c(O)c12 (centres undefined)
 : -5, -66, -7, 3, -0.7, -10, ·, -1, -1, -7
[3] Cc1nnc(CN(C)C(=O)c2cc(COc3ccc(C)c(C)c3)on2)o1
 : -14, -8, 3, 24, -4.2, -22, 7, 0, -1, -6
[4] CCc1ccc(NC(=O)CCCn2nc(CC)n3c(cc4occc43)c2=O)cc1
 : -13, -7, 2, 1, 1.3, -7, -1, 0, -1, 66
[5] CC(C)CC(=O)Nc1ccc(Oc2ccc3c(c2)C(=O)NC3=O)cc1
 : 0, -16, 4, -9, -1.7, 6, 2, 0, 5, 3
[6] COC(=O)CN(c1nc(C)cc(OC)n1)S(=O)(=O)c1ccc(C)cc1
 : -5, -6, 0, ·, -0.7, -7, -2, 1, 0, -17
[7] CN(CC(=O)Nc1ccccc1Sc1ccccc1)C1CCCCC1
 : -3, 11, 2, -6, -0.7, 6, -2, 7, 2, -9
[8] C=CCn1c(C(C)NC(=O)c2ccc(C)cc2)n[nH]c1=S (centres undefined)
 : 7, 21, 2, -5, -5.7, -17, -2, -1, -1, -19
[9] Cc1noc(C)c1COC(=O)COc1ccc(-c2ccccc2)cc1
 : -8, 3, 5, 12, 2.4, -12, -4, 0, -4, ·
[10] CC(=O)c1cc(OC(=O)c2ccncc2)ccc1OC(=O)c1ccncc1
 : 4, -1, 2, -1, 1.6, -7, 3, ·, -2, -6

Complete entries from above:
Entry for Cc1nnc(CN(C)C(=O)c2cc(COc3ccc(C)c(C)c3)on2)o1 → dFosB act: -14; HTR5A inv ag: -8; HTR5A ag: 3; MITF TRPM1 HTS: 24; CDK5 inh: -4.2; PvdQ acylase: -22; NSD2 inh: 7; Wnt act: 0; V-ATPase pH: -1; SR-BI HDL uptake: -6
Entry for CC(C)CC(=O)Nc1ccc(Oc2ccc3c(c2)C(=O)NC3=O)cc1 → dFosB act: 0; HTR5A inv ag: -16; HTR5A ag: 4; MITF TRPM1 HTS: -9; CDK5 inh: -1.7; PvdQ acylase: 6; NSD2 inh: 2; Wnt act: 0; V-ATPase pH: 5; SR-BI HDL uptake: 3

The list continues:
Fields – dFosB act, HTR5A inv ag, HTR5A ag, MITF TRPM1 HTS, CDK5 inh, PvdQ acylase, NSD2 inh, Wnt act, V-ATPase pH, SR-BI HDL uptake
[11] CC(C)C(=O)Nc1nnc(SCC(=O)NCc2ccco2)s1
 : 3, 6, 4, 17, -0.9, -8, -2, ·, 0, -8
[12] CCc1ccccc1NC(=O)CCNS(=O)(=O)c1cc(Br)cnc1N
 : -2, 15, 3, 3, 1.0, -12, 2, 0, 3, 4
[13] COCc1cc(CN2CCCC(CNC(=O)c3ccc(F)cc3)C2)ccc1OC (centres undefined)
 : -6, -24, 9, -2, -0.5, -14, 7, -2, 0, -22
[14] COc1ccc(NC(=O)COC(=O)CNS(=O)(=O)c2ccc(F)c(F)c2F)cc1OC
 : 1, 8, -2, -8, 0.1, -11, -2, ·, 1, 10
[15] Cc1cc(C(=O)N/N=C/c2ccncc2)c(C)o1
 : -15, 7, 7, ·, 4.2, 2, 0, -1, 7, -9
[16] CCCCNC(=O)C(C#N)c1nc2ccccc2nc1N1CCN(Cc2ccc3c(c2)OCO3)CC1 (centres undefined)
 : -9, -19, 4, 37, -3.5, -12, ·, ·, -5, ·
[17] COC(=O)c1ccccc1NC(=O)CSc1n[nH]c(-c2cccnc2)n1
 : -4, 2, -1, -4, 1.0, -6, -1, -1, 0, 10
[18] Cc1onc(-c2c(F)cccc2Cl)c1C(=O)Nc1cccc(S(=O)(=O)N2CCOCC2)c1
 : -15, -1, 0, -4, -0.7, -10, -2, -1, 6, 14
[19] COc1cccc2c1OCC(C(=O)NCc1ccc(Cl)cc1Cl)=C2
 : -13, 4, 0, ·, -2.2, -10, 0, -3, 3, 3
[20] COc1cccc(OC)c1NC(=O)CN(C)S(=O)(=O)c1ccc2c(c1)OCCO2
 : -2, 0, 0, 6, -1.2, -11, -1, -4, 0, ·

Quoted from the listing:
cpd 11 @ SR-BI HDL uptake: -8
cpd 13 @ MITF TRPM1 HTS: -2

Next structures:
Fields – dFosB act, HTR5A inv ag, HTR5A ag, MITF TRPM1 HTS, CDK5 inh, PvdQ acylase, NSD2 inh, Wnt act, V-ATPase pH, SR-BI HDL uptake
[21] O=C(OCCN1CCOCC1)c1ccc(Cl)cc1Cl
 : -2, -2, 1, ·, -0.2, -6, 0, 0, 0, -1
[22] O=C(O)c1ccc(N=C2SCC(=O)N2Cc2ccccc2)cc1
 : -2, 16, 0, -1, -0.8, -9, -3, 0, 6, -19
[23] CCOc1ccccc1C1C2CCCCC2(O)CCN1C(=O)c1cccs1 (centres undefined)
 : -7, 10, -2, 6, -1.8, -13, 4, ·, 5, -21
[24] CC(=O)Nc1ccc(S(=O)(=O)NNC2=NS(=O)(=O)c3ccccc32)cc1
 : -8, 2, -1, 15, -0.9, -1, -1, 3, -1, -1
[25] C=CCSc1nnc(-c2cccc3ccccc23)o1
 : -2, 2, -1, 6, -0.3, 11, ·, 2, -1, -8
[26] CCCCNC(=S)N(C)/N=C/c1ccc(F)cc1
 : 4, -6, 2, 0, -1.6, -4, 1, ·, 0, 21
[27] Cc1cc(Nc2c(C#N)c(N)nn2C)ccc1F
 : -2, 1, 0, -5, -0.1, 15, -3, -7, -8, -18
[28] CCn1c(C)nc2cc(-c3nnc(-c4c(-c5ccccc5)noc4C)o3)ccc21
 : -13, -3, 0, -2, 2.4, 2, ·, ·, -5, 16
[29] CCCOC(=O)c1c(-c2ccc(OC)cc2)oc2ccc(-c3ccc(OC)nc3)cc12
 : 1, -38, 13, -42, 0.0, -15, ·, -3, -2, 73*
[30] CC(=O)NCC(=O)OC(C)C(=O)Nc1ccc(C(C)=O)cc1 (centres undefined)
 : -5, -10, -2, 3, 1.9, 7, 6, -2, -2, -7

Some of the entries above in another layout.
entry | SMILES | dFosB act | HTR5A inv ag | HTR5A ag | MITF TRPM1 HTS | CDK5 inh | PvdQ acylase | NSD2 inh | Wnt act | V-ATPase pH | SR-BI HDL uptake
14 | COc1ccc(NC(=O)COC(=O)CNS(=O)(=O)c2ccc(F)c(F)c2F)cc1OC | 1 | 8 | -2 | -8 | 0.1 | -11 | -2 | · | 1 | 10
15 | Cc1cc(C(=O)N/N=C/c2ccncc2)c(C)o1 | -15 | 7 | 7 | · | 4.2 | 2 | 0 | -1 | 7 | -9
16 | CCCCNC(=O)C(C#N)c1nc2ccccc2nc1N1CCN(Cc2ccc3c(c2)OCO3)CC1 (centres undefined) | -9 | -19 | 4 | 37 | -3.5 | -12 | · | · | -5 | ·
17 | COC(=O)c1ccccc1NC(=O)CSc1n[nH]c(-c2cccnc2)n1 | -4 | 2 | -1 | -4 | 1.0 | -6 | -1 | -1 | 0 | 10
18 | Cc1onc(-c2c(F)cccc2Cl)c1C(=O)Nc1cccc(S(=O)(=O)N2CCOCC2)c1 | -15 | -1 | 0 | -4 | -0.7 | -10 | -2 | -1 | 6 | 14
19 | COc1cccc2c1OCC(C(=O)NCc1ccc(Cl)cc1Cl)=C2 | -13 | 4 | 0 | · | -2.2 | -10 | 0 | -3 | 3 | 3
20 | COc1cccc(OC)c1NC(=O)CN(C)S(=O)(=O)c1ccc2c(c1)OCCO2 | -2 | 0 | 0 | 6 | -1.2 | -11 | -1 | -4 | 0 | ·
21 | O=C(OCCN1CCOCC1)c1ccc(Cl)cc1Cl | -2 | -2 | 1 | · | -0.2 | -6 | 0 | 0 | 0 | -1
22 | O=C(O)c1ccc(N=C2SCC(=O)N2Cc2ccccc2)cc1 | -2 | 16 | 0 | -1 | -0.8 | -9 | -3 | 0 | 6 | -19
23 | CCOc1ccccc1C1C2CCCCC2(O)CCN1C(=O)c1cccs1 (centres undefined) | -7 | 10 | -2 | 6 | -1.8 | -13 | 4 | · | 5 | -21
24 | CC(=O)Nc1ccc(S(=O)(=O)NNC2=NS(=O)(=O)c3ccccc32)cc1 | -8 | 2 | -1 | 15 | -0.9 | -1 | -1 | 3 | -1 | -1
25 | C=CCSc1nnc(-c2cccc3ccccc23)o1 | -2 | 2 | -1 | 6 | -0.3 | 11 | · | 2 | -1 | -8
26 | CCCCNC(=S)N(C)/N=C/c1ccc(F)cc1 | 4 | -6 | 2 | 0 | -1.6 | -4 | 1 | · | 0 | 21
27 | Cc1cc(Nc2c(C#N)c(N)nn2C)ccc1F | -2 | 1 | 0 | -5 | -0.1 | 15 | -3 | -7 | -8 | -18

Carrying on:
Fields – dFosB act, HTR5A inv ag, HTR5A ag, MITF TRPM1 HTS, CDK5 inh, PvdQ acylase, NSD2 inh, Wnt act, V-ATPase pH, SR-BI HDL uptake
[31] Cc1ccccc1COc1ccc(-c2nn[nH]n2)cc1
 : -8, 0, 0, ·, 2.0, -20, 0, 2, 0, -30
[32] O=c1c(-c2ccc(O)cc2)coc2c(C3O[C@H](CO)[C@@H](O)[C@H](O)[C@H]3O)c(O)ccc12 (some centres undefined)
 : -3, 1, 0, -8, 1.6, -12, ·, 0, -2, -13
[33] Oc1cccc(-c2nnc(-c3cccc(O)c3)nn2)c1
 : -1, 20, -5, -21, 2.7, -11, -1, -1, -3, 5
[34] CCN(CC)CCCC(C)Nc1nccc2c(Cl)cccc12 (centres undefined)
 : -3, -15, 4, 15, 3.4, 1, 22, -5, 2, -104
[35] COc1ccccc1Nc1nc(N2CCCC2)nc(N2CCOCC2)n1
 : -2, -28, 1, 25, -1.3, -8, ·, 0, -1, 26
[36] O=c1[nH]c(CN2CCN(c3ncccn3)CC2)nc2c(Br)cc(Br)cc12
 : -6, 1, 0, 4, 2.2, -7, 0, 1, -1, -8
[37] COc1ccc(NC(=O)C(c2ccc(C)cc2)N(C)C(=O)CNC(C)=O)cc1 (centres undefined)
 : 4, 0, 3, 13, -3.4, -5, 2, ·, 3, -29
[38] CC1CCCCN1C(=O)COC(=O)C1CCN(S(=O)(=O)c2c(Cl)cccc2Cl)CC1 (centres undefined)
 : -6, -13, -2, -18, -1.4, 1, -1, -1, -1, 48
[39] CC(C)(O)C#Cc1ccc(C(=O)NCc2ccccc2F)cc1
 : -3, 15, 10, 7, 0.0, -16, 1, 9, 0, 17
[40] O=C(CSc1nnc(-c2ccncc2)o1)Oc1ccccc1
 : -2, 15, 5, -11, 0.0, -4, 3, -7, -2, -27
[41] CC(=O)c1c(C)oc2ccc(NS(=O)(=O)c3ccc(O)c(C(=O)O)c3)cc12
 : -2, -36, 13, 4, 6.9, 10, -3, ·, 1, -5
[42] CC1CCN(CC(O)COc2cccc(F)c2)CC1 (centres undefined)
 : -5, 5, -2, 14, 0.8, -17, ·, -7, 0, -8
[43] COc1ccccc1C(=O)Nc1ccc(N2CCN(C(C)=O)CC2)cc1
 : 4, -15, 6, 9, 0.0, 3, -2, 20, 0, 7
[44] O=C(CN1C(=O)COCC1=O)N1CCOCC1
 : -4, 33, -3, ·, -0.7, 2, 0, -1, -2, 3
[45] COCCN(C(=O)CSc1nnc(-c2cccc(F)c2)n1N)c1c(N)n(CC(C)C)c(=O)[nH]c1=O
 : -10, 4, 3, 2, 0.2, -6, 1, 9, 2, -8
[46] COC(=O)CSC1=C(C#N)C(c2ccc3c(c2)OCO3)C2=C(CCCC2=O)N1 (centres undefined)
 : 1, -19, -2, -2, -0.4, 3, ·, ·, -1, 5
